Tau fibril FP = tau fibrillization inhibition (FP). actives 0.39% (n = 280,000). P10636. K18 P301L tau heparin fibrillization, Alexa594 FP, 6 h. Potency, µM (top dose mostly 57.7 µM), without a hit: at the highest dose activity, negative = inhibition, actives largely listed as inhibitors; also: % is scaled to controls: 0 for no effect and ±100 for the full control effect; nearly all actives have a fitted effect of over 55% in size
Target sequence (P10636 561-689 P618L limits assumed): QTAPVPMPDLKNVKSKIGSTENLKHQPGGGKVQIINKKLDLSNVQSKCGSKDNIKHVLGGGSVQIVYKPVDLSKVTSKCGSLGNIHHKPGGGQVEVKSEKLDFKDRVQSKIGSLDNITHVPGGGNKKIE
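Compound effects on tau fibrillization are measured by Alexa 594 fluorescence polarization (ex 555, em 632 nm). K18 P301L tau is used at 15 uM with 0.24 uM labeled tracer, and 20 uM heparin induces aggregation over 6 hr at 37 C.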
aGlu spleen mod = inhibits or activates alpha-glucosidase in human spleen homogenate; P10253; human spleen homogenate, 4-MU-alpha-glucoside fluorescence; Potency, µM (doses to about 79.9 µM), for inactives: at the highest dose activity change, negative = inhibition, actives largely listed as inhibitors; actives 0.006% (n = 240,000);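 also: 0% = enzyme with vehicle and -100% = no enzyme basal signal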
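Enzyme source: human spleen homogenate, 1 ug/well. Buffer 50 mM citric acid/K phosphate pH 5.0, 0.01% Tween-20. 4-MU-alpha-glucoside 1 mM; 37 C x 40 min; NaOH/glycine stop; fluorescence.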
Tau fluor counter = counter-screen for tau fibril formation inhibitors. AID 1463. tau K18 P301L Alexa594 fluorescence, heparin fibrillization. Potency, µM (series often up to 57.7 µM), inactives show at the highest dose activity change, negative = decrease. actives 0.93% (n = 280,000); also: % is scaled to controls: 0 for no effect and ±100 for the full control effect; nearly all actives have a fitted effect of over 55% in size
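Human tau K18 P301L (15 uM unlabeled, 0.24 uM Alexa 594-labeled) in 100 mM sodium acetate pH 7 with 20 uM heparin, 6 hr at 37 C. ThT 30 uM added, 1 hr ambient; Alexa 594 FP and total fluorescence read at 555/632 nm.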
GAA inh = inhibitors of human lysosomal alpha-glucosidase; P10253; purified human GAA, 4-MU-alpha-glucoside fluorescence; Potency, µM (titrated, usually from 76.9 µM), inactives show at the top dose activity change, negative = inhibition, actives largely listed as inhibitors; actives 0.005% (n = 200,000);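 also: plate controls were uninhibited enzyme wells for no effect and no-enzyme background for full effect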
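Human enzyme at 4 nM with 400 uM 4-methylumbelliferyl-alpha-D-pyranoside, citrate/phosphate buffer pH 5.0, 0.005% Tween-20, 20 min at room temperature. Compounds up to 77 uM. 4-MU fluorescence (Ex 365/Em 440) read after NaOH/glycine stop; AC50 from Hill fit.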
HTT ATP protect = cytoprotection in Huntington HTT-Q103 PC12 cell model; Potency, µM (series often up to 56.4 µM), inactives show cytoprotection (ATP increase), usual class: activators; PC12 HTT-Q103 induced, cytoprotection, ATP luminescence, 40 h; AID 1471; actives 0.14% (n = 230,000);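 also: % of control where 0% means no effect; nearly all actives have a fitted effect of over 45% in size; toxic huntingtin expression switched on by the ecdysone agonist tebufenozide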
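Rat PC12, Q103 Htt exon1-GFP fusion, ecdysone promoter; tebufenozide inducer 100 nM final; compound titration; qHTS, 1500 cells/well; ATPlite luminescent read.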
GAA glycogen mod = alters human alpha-glucosidase cleavage of glycogen; P10253; recombinant GAA, glycogen substrate, Amplex Red glucose oxidase fluorescence; Potency, µM (doses to about 76.4 µM), for inactives: at the top dose activity change, negative = inhibition, actives largely listed as inhibitors; actives 0.38% (n = 300,000); AID 2100;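 also: 0% = full enzyme reaction and -100% = no-enzyme basal signal; the screen sought inhibitors and activators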
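Recombinant human enzyme (4 nM); glycogen substrate; 37 C, 40 min, pH 5.0. Readout: coupled glucose oxidase/Amplex Red fluorescence.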
Tau ThT inhib = tau fibrillization inhibition (ThT binding) | P10636 | recombinant tau K18 P301L (four-repeat tau fragment), heparin-induced fibrillization, ThT fluorescence | AID 1460 | Potency, µM (titrated, usually from 57.4 µM), inactives show at the highest dose activity, negative = inhibition, usual class: inhibitors | actives 2.1% (n = 270,000); also: % is scaled to controls: 0 for no effect and ±100 for the full control effect; nearly all actives have a fitted effect of over 55% in size
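Heparin-induced (20 uM) aggregation of recombinant human K18 P301L tau, 15 uM unlabeled with 0.24 uM labeled, pH 7 acetate buffer, 6 hr at 37 C with compound. Fibrils quantified by 30 uM ThT fluorescence after 1 hr ambient incubation.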
aGal spleen mod = alpha-galactosidase A (human) modulation | actives 0.008% (n = 240,000) | P06280 | human spleen homogenate, 4MU-alpha-Gal fluorescence, 40 min | Potency, µM (highest dose often 80 µM), without a hit: at the top dose activity change, negative = inhibition, most hits filed as inhibitors;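 also: 0% = enzyme with vehicle and -100% = no enzyme basal signal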
Target sequence (P06280 32-429 limits assumed): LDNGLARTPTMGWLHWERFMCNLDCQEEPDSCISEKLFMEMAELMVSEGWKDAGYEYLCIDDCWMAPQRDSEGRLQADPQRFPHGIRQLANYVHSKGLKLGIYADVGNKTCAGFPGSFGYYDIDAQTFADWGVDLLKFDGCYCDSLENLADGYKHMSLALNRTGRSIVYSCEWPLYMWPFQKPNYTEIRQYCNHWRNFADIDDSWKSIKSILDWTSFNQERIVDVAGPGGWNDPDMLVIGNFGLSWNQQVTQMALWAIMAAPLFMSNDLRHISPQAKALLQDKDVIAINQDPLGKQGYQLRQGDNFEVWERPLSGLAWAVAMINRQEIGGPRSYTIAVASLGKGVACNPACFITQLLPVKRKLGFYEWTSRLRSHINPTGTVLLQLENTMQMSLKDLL
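qHTS titration in buffer at pH 5.0. Alpha-galactosidase activity in spleen homogenate was measured via 4-methylumbelliferone release from 1 mM fluorogenic substrate after 40 min at 37C and a pH 10 stop. AC50 came from Hill fits of control-normalized data.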
An asterisk follows results filed as active; u = inconclusive; x = no result given; & = joins results of further samples; [ ] = dose if it differs, or a comment. Calls follow the shape of the dose curve; as a rule, active = well fitted curve in the direction sought with a large enough effect; inconclusive = small, poorly fitted or top-dose-only effect, or another doubt; inactive = no such curve, though single readings can be large; an effect the other way counts as inactive or inconclusive. Potency is read from the fitted curve at half-maximal effect.

Compound | Tau fibril FP | aGlu spleen mod | Tau fluor counter | GAA inh | HTT ATP protect | GAA glycogen mod | Tau ThT inhib | aGal spleen mod
CCOc1ccc2oc(C(=O)OCC(=O)NC(=O)NC)c(C)c2c1 | -2% | 12% | 16% | -11% | -1%[10 µM] | 5% | 8% | 0%
COc1ccccc1N1CCN(S(=O)(=O)c2c(C)sc3ncn(CC(=O)N(C)c4ccc(C(C)C)cc4)c(=O)c23)CC1 | 6% | x | -21% | x | x | -15%[76.3 µM] | -16% | x
Cc1cc(C)n(-c2nnc(N3CCN(c4ccc(F)cc4)CC3)nn2)n1 | 5% | -7% | -24% | 2% | -130%[inhibitor] | -12% | 13µM* | -5%
O=C(OCc1cccc(F)c1)c1ccc2c(=O)n3c(nc2c1)CCC3 | 0% | -4% | -21% | x | 3%[10 µM] | -9% | -16% | 3%
O=C(CSc1ncccn1)Nc1ccc(N2CCOCC2)cc1 | 3% | -4% | -9% | -2% | -25% | 8% | u | -5%
CCCCN1CC(c2nc3ccccc3n2CCCCOc2c(C)cccc2C)CC1=O (stereo not drawn) | -9% | x | -6% | x | x | -7%[76.3 µM] | -4% | x
COc1cc(Cl)c(C)cc1NC(=O)CSc1ncc(S(=O)(=O)c2ccc(C(C)(C)C)cc2)c(=O)[nH]1 | u | x | -29% | x | x | 5%[76.3 µM] | u | x
CCc1cccc(NC(=O)CCC(=O)N2CCSc3ccccc32)c1 | 0% | x | -23% | x | x | -9%&1%[76.3 µM] | -4% | x
CCOc1ccc(/C=C(\C#N)C(=O)NCC2CCCO2)cc1OCC (stereo not drawn) | 16% | 3% | 1% | -1% | 27%[10 µM] | -2% | -6% | 0%
CCOC(=O)C1(Cc2cccc(F)c2)CCN(C(=O)Cc2cccnc2)CC1 | -5% | -1% | 1% | x | -2%[10 µM] | 14% | 1% | 3%
O=C1C(=Cc2ccco2)C(=O)c2ccccc21 | u | -2% | u | 1% | u | -13% | 13µM* | 7%
CCC(C)NC(=O)CNS(=O)(=O)c1ccc(C)cc1 (stereo not drawn) | 0% | -1% | 6% | 9% | 5%[1.9 µM] | -5% | 17% | 3%
COc1cc(/C=C/C(=O)OCC(=O)NCCc2ccccc2)cc(OC)c1OC | 1% | 8% | -3% | 6% | -38%[inhibitor] | 1% | 1% | 2%
O=C(NC1CC2CCCC(C1)N2C(=O)NCc1ccccc1)C1CC1 (stereo not drawn) | 9% | -1% | 2% | 4% | -1% | 7% | -5% | 5%
Cc1cc2c(c(=O)n1CCN(C)C)C(c1ccccc1Br)C(C#N)=C(N)O2 (stereo not drawn) | 5% | -1% | -4% | 12% | 8% | -4% | -6% | 0%
CC(=Nc1cc(C(=O)c2ccccc2)ccc1N)C1=C(O)CC(C)(C)CC1=O | -6% | 0% | -12% | -21% | -60%[inhibitor] | -8% | u | 0%
CCOC(=O)c1c(NC(=O)Cn2cnc([N+](=O)[O-])n2)sc(C)c1C | 0% | 3% | -22% | 5% | -67%[inhibitor] | 4% | -9% | 5%
CCn1cc(CNc2nc3nonc3nc2N2CCCCC2)cn1 | -1% | 3% | -7% | -5% | 0%[10 µM] | 5% | -7% | -1%
Cc1ccc(NC(=O)CCCCCNS(=O)(=O)c2ccc(C)cc2)cc1 | -3% | -2% | -10% | -4% | x | 2% | -8% | -2%
COc1ccc(/C=C/C(=O)c2ccc(Cl)s2)cc1O | u | 11% | u | -6% | -31% | 5% | 7.9µM* | 9%
Cc1nc2ccccc2c2oc(C(=O)N3CCC(N4CCCCC4)CC3)cc12 | 4% | -4% | -1% | -7% | 10%[10 µM] | 12% | -11% | -16%
O=C1CCSc2ccc(Cl)cc2N1Cc1ccccc1 | -2% | 3% | -11% | -1% | 17% | -1% | -1% | 15%
CC(C)[C@H](N)C(=O)OCCOCn1cnc2c(=O)[nH]c(N)nc21 | -2% | 1% | -1% | x | 22% | x | -6% | 1%
O=C(COc1ccc(-c2ccccc2)cc1)N1CCN(C(=O)c2cccs2)CC1 | 7%[2.34 µM] | -3% | -21% | u | 2%[10 µM] | 2% | -10% | -7%
CCc1cc(C(c2ccccc2OC)N2CCOCC2)c(NC(=O)c2ccccc2)s1 (stereo not drawn) | -9% | -9% | u | 0% | -14% | -20% | u | 6%

(more compounds)
Compound | Tau fibril FP | aGlu spleen mod | Tau fluor counter | GAA inh | HTT ATP protect | GAA glycogen mod | Tau ThT inhib | aGal spleen mod
O=C(c1ccco1)N1N=C(c2cccs2)CC1c1ccc(F)cc1 (stereo not drawn) | -5% | -4% | -6% | -15% | -2% | -12% | -2% | 1%
CN1CCCN(c2ccc([N+](=O)[O-])cc2)CC1 | 3% | -14% | -7% | -1% | 18%[10 µM] | -8% | -11% | -2%
COc1ccc(NC(=O)Cc2c(C(=O)O)n(C)c3ccccc23)cc1OC | -4% | -4% | -5% | -1% | -14% | 3% | -3% | 6%
CNC(=O)c1ccccc1NC(=O)C1CC(=O)N(c2ccc(OC)cc2)C1 (stereo not drawn) | 9% | -4% | 15% | 2% | -6%[10 µM] | 0% | 18% | -21%
O=C(Nc1ccc(Cc2ccncc2)cc1)C1CCC(N2C(=O)C3C4C=CC(C5CC45)C3C2=O)CC1 (stereo not drawn) | 1% | 4% | -16% | -2% | -66%[inhibitor] | 6% | -21% | 1%
CCC(CC)c1nnc(NC(=O)/C=C/c2ccco2)s1 | -7% | -7% | -8% | -4% | 8%[10 µM] | 1% | -2% | -4%
CCCCn1c(CN2CCN(C(=O)OCC)CC2)nc2c1c(=O)n(C)c(=O)n2C | -2% | 1% | 5% | -12% | -22%[0.074 µM] | 0% | 6% | -2%
Cc1cc(C)n(CCNC(=O)CC2C(=O)NCCN2Cc2ccccc2C(F)(F)F)n1 (stereo not drawn) | -9% | 5% | -2% | x | 2%[10 µM] | -7% | -8% | 3%
Cc1ccc(Cn2c(=O)n(-c3cc(C)cc(C)c3)c(=O)c3oc4ccccc4c32)cc1 | 2% | x | 5% | x | x | -13%[76.3 µM] | 9% | x
CCN1CCN(C(=S)Nc2ccccc2Cl)CC1 | -6% | 3% | -15% | -2% | -8% | 0% | -15% | 6%
Oc1ccc(Cl)cc1CNc1ccc(Br)cn1 | u | -9% | u | -10% | u | -5% | -1% | -5%
O=C(Nc1ccccc1F)c1ccco1 | -14% | -1% | -9% | -1% | -2%[1.9 µM] | 3% | -6% | -1%
CCCNC(=S)N1CCC(NC(=O)C23CC4CC(CC(C4)C2)C3)CC1 | -3% | 1% | -1% | 3% | 5%[10 µM] | 3% | 1% | 3%
Cc1ccc(-c2nc(CSc3nnc(C)n4c3cc3occc34)c(C)o2)cc1 | 10% | x | 0% | x | x | u | -3% | x
Cc1cccc(N=CC=C2OC(C)(C)C(C)(C)O2)c1 | 4% | -4% | -12% | 6% | x | 3% | u | -4%
CC(C)(C)C(=O)NNC(=O)c1cc2sccc2s1 | 1% | 13% | -10% | u | -4%[10 µM] | 21% | -7% | u
Cc1nccn1CC(O)COC1CCCCC1 (stereo not drawn) | -3% | 5% | -1% | -9% | 5% | -4% | -2% | 3%
C(=N\N1CCN(c2ccccn2)CC1)/C1=C(N2CCOCC2)C(=C/c2ccccc2)/CC1 | 3% | -5% | u | -3% | -43%[inhibitor] | u | 11µM* | -3%
COc1ccc(C(C)=O)cc1COC(=O)CNC(=O)c1ccc(F)cc1 | -2% | -9% | -3% | -2% | 11%[10 µM] | -8% | -2% | -1%
O=C(CN1C(=O)NC(c2ccccc2)(c2ccccc2)C1=O)c1c[nH]c2ccccc12 | 9% | -2% | 10% | 7% | -12% | -14% | 10% | -5%
CCC(=O)n1nc(-c2ccccc2)nc1NCc1ccccc1 | -5% | -3% | -15% | -9% | 0% | 0% | -6% | -17%
CCOC(=O)c1sc(NC(=O)C(CC)Sc2nnc3c4ccccc4n(CC)c3n2)nc1C (stereo not drawn) | 1% | 3% | -14% | x | -1%[10 µM] | 3% | -5% | 7%
